# Source: PubChem
# NR2E3 ag-1 = human photoreceptor-specific nuclear receptor agonism. Q9Y5X4. CHO-S Gal4-NCOR/VP16-NR2E3 two-hybrid, luciferase. inhibition of corepressor binding, % at 3.98 µM. 360,000 compounds, 0.35% hits. AID 602229;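 active means inhibition above the mean of all tested compounds plus 3 SD, cut at about 70% in these data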;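 further: 0% = DMSO with NR2E3 transfected cells and 100% = cells lacking NR2E3 construct; higher means lower luciferase signal from less NR2E3 corepressor binding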
# Target sequence (Q9Y5X4 whole entry, looked up, the tested form may be a part): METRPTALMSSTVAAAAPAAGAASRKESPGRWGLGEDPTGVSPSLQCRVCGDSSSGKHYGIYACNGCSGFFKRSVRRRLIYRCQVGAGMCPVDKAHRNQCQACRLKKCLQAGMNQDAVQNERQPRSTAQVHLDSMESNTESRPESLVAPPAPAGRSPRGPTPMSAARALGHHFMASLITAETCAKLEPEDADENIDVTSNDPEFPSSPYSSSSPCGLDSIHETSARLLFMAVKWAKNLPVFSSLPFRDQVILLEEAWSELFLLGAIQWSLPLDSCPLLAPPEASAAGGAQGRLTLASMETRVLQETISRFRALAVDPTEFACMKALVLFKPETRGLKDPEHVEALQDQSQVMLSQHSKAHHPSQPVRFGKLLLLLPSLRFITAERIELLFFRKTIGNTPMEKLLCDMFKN
# TRPM1 prom inh = reduces MITF-dependent TRPM1 promoter luciferase signal; SK-MEL-5 TRPM1 promoter luciferase, 24 h; inhibition, % at 12.5 µM; 330,000 compounds, 0.83% hits; AID 488899;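 active means mean inhibition across replicates of 60% or more, whatever share of single replicates reaches that level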; further: values of inactives mirror those of a sister screen read the other way
# TROY NFkB inh = inhibitors of TROY-dependent NF-kB signaling. AID 1347056. 360,000 compounds, 0.98% hits. Q293 LMP1-TROYcd NF-kB luciferase reporter, 4 h. inhibition, % at 10 µM;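 active means compounds whose plate-normalised and pattern-corrected inhibition of the luciferase reporter signal at the single screening dose is 50% or more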
# NR2E3 ag-2 = activates human photoreceptor nuclear receptor NR2E3 | Q9Y5X4 | inhibition of corepressor binding, % at 4.78 µM | AID 2300 | GST-NR2E3/biotin-RetCOR TR-FRET, 1536-well | 320,000 compounds, 0.12% hits;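 active means percent inhibition above the cutoff of mean plus 3 SD of all tested compounds, set per screening campaign, cut at about 20% in these data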;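 further: 0% = DMSO wells and 100% = biotin wells as full block of FRET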
#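 System: GST-tagged NR2E3 plus biotinylated RetCOR corepressor; Buffer or medium: pH 7.5 Tris-based buffer; Probe or stimulus: RetCOR corepressor, biotinylated, 7 nM; Doses: compound at 4.8 µM, single dose; Schedule: 5 h incubation at 4 °C; Technique: time-resolved FRET; Evaluation: percent inhibition of TR-FRET ratio; Replication: one well per compound, singlicate testing.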
# Shn3 3UTR inh = Schnurri-3 reporter inhibition in Clone20 osteoblasts; 360,000 compounds, 0.52% hits; inhibition, % at 12.5 µM; Clone20 osteoblast Shn3 3'UTR firefly luciferase, 24 h;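 active means mean inhibition of at least 75% with every replicate also reaching 75%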;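 further: 0% = median of neutral control wells and 100% = pilot-screen positive control compound; some compounds past the cut are filed as inactive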
# HIF-2a inh = inhibitors of HIF-2a; 360,000 compounds, 0.72% hits; inhibition, % at 18.8 µM; AID 624352; 786-0 RCC cells HIF-2a reporter, luciferase luminescence, overnight;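 active means inhibition of the luminescence signal of 40% or more relative to plate controls, in a single-dose primary screen at 18.75 µM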
# TWEAK-Fn14 inh = inhibitors of TWEAK-Fn14 interaction signaling. TWEAK-stimulated Fn14 reporter cells, luciferase luminescence, 8 h. inhibition, % at 10 µM. 360,000 compounds, 2% hits. AID 1159606; in the data active means inhibition above about 50%
# CF NFkB inh = cystic fibrosis NF-kB activation inhibition | KKLEB NF-kB-GFP reporter, PAF-induced, GFP fluorescence overnight | inhibition, % at 5 µM | AID 588850 | 360,000 compounds, 0.86% hits;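 active means at least 50% inhibition at 5 µM, scaled per plate between neutral and stimulator controls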;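 further: PAF is a Pseudomonas aeruginosa culture filtrate used as stimulus; plate controls were PAF-stimulated DMSO wells for no effect and unstimulated DMSO wells for full effect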
# KKLEB tox = counter-screen for CF NF-kB inhibitors: cytotoxicity; KKLEB CF airway cells viability, ATPlite luminescence, overnight; hits give low values; cells stimulated with P. aeruginosa culture filtrate; activity change (cytotoxicity), % at 5 µM; 360,000 compounds, 0.36% hits;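 active means corrected activity change at or below -50% at 5 µM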
# Peg3 prom inh = reduces Peg3 promoter-driven luciferase expression in HeLa | 360,000 compounds, 1.7% hits | HeLa PEG-Prom luciferase reporter, luminescence, overnight | inhibition, % at 20 µM;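 active means inhibition of at least 50% at 20 µM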
# C8 TRAIL sens = caspase-8 TRAIL sensitization. 360,000 compounds, 1% hits. inhibition (viability loss, TRAIL sensitization), % at 10 µM. NB7+C8 cells + TRAIL, ATPlite viability luminescence;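 active means compounds causing at least 50% loss of cell viability in the single-dose screen, relative to plate controls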
# Numbers without * were called inactive; . = not tested or not shown; & = joins results of further samples. A portion of the library; count on the stated rates, not on these rows.
SMILES,NR2E3 ag-1,TRPM1 prom inh,TROY NFkB inh,NR2E3 ag-2,Shn3 3UTR inh,HIF-2a inh,TWEAK-Fn14 inh,CF NFkB inh,KKLEB tox,Peg3 prom inh,C8 TRAIL sens
O=C1CC(c2cc(F)ccc2F)c2cc3c(cc2N1)CCC3 (stereo not drawn),-43,21,22,-1,39,20,10,18,-17,9,-4
Cn1c(=O)c2cc(NC(=S)NC3CCCCC3)ccc2n1Cc1ccc(Cl)cc1,13,.,15,.,14,-95,22,9,-10,-7,21
CC(=O)Nc1ccc(NC(=O)Nc2ccccc2C)cc1,-32,-5,-5,-3,-16,-86,-26,4,11,-34,-2
COc1cc(CC(=O)NNC(=O)c2cccs2)cc(OC)c1OC,-1,3,1,.,-5,0,9,-7,16,6,-13
CCSc1cc(N2CCCC2)nc(-c2cccc(C)c2)n1,12,12,-2,1,5,-5,15,-8,11,-1,1
N#Cc1ncc(C(F)(F)F)cc1Sc1ccccc1N,-2,18,12,1,-8,19,1,-1,7,11,-1
O=C1COc2ccc(-c3csc(NCC4CCCO4)n3)cc2N1 (stereo not drawn),-24,-45,11,-1,-16,-107,4,-3,-11,-72,-2
CC1CCCN(C(=S)NC2CCCC2)C1 (stereo not drawn),-23,-5,-8,4,19,-7,10,2,9,6,12
COC(=O)c1sccc1NC(=O)C1CC2CCC1C2 (stereo not drawn),-15,11,-17,5,9,12,8,-8,2,0,3
O=[N+]([O-])c1ccc(N2CCCC2)c([N+](=O)[O-])c1,-12,.,-2,.,-4,-16,-2,-9,12,-5,-2
N#CCC(=O)NCC1(c2ccccc2)CCCC1,-25,-6,10,0,9,20,-2,-2,-2,13,3
CC(=O)c1ccc(NC(=O)COC(=O)c2ccccc2N=Nc2ccc(N(C)C)cc2)cc1,-55,-2,-26,-1,-56,-113,-26,10,-9,-174,19
O=C(CN1CCN(c2ccccc2)CC1)N1CCc2ccccc21,-11,-17,-16,0,10,-28,-11,9,22,-14,2
Cc1ccc(S(=O)(=O)/C(C#N)=C/c2ccccc2OCc2ccccc2)cc1,-2,-10,-12,5,3,-1,-4,0,-3,-37,-10
COC(=O)[C@@H]1C[C@@H](c2ccccc2)[C@H](C)C1(C)C,6,1,-3,5,10,1,5,-21,-2,12,13
O=C(C1=C(c2ccccc2)C(=O)c2ccccc2C1=O)c1ccccc1,78*,64*,62*,.,93*,-29,97*,76*,-19,92*,2
CCCCN1C(=O)C(CC(=O)NCCCCc2ccccc2)CC(C(=O)N(C(C)C)C(C)C)=C1C (stereo not drawn),6,.,-6,.,12,14,1,-9,-10,5,7
Nc1ccc(-n2nncc2-c2ccc(Cl)cc2)cc1,-10,-1,3,-3,23,9,1,-18,12,3,-7
O=C(CNC(=O)c1ccc(Br)o1)NCCc1ccc(F)cc1,-3,8,5,0,-2,9,-6,0,-2,-41,-8
Cn1cccc1CC(=O)NNC(=O)Nc1ccc(F)cc1,-13,-1,-3,-6,-9,4,-9,-13,1,10,-5
CCC(=O)N(c1nnc(SCC(=O)Nc2ccc(N3CCOCC3)cc2)s1)C1CC1,-8,-13,-1,1,-16,-19,-19,-22,22,7,-11
CCC(C)(C)n1nnnc1C(c1ccccc1)N1CCN(Cc2ccccc2)CC1 (stereo not drawn),-8,-4,-13,3,2,12,13,-9,6,7,-9
COc1ccccc1C(=O)N(Cc1ccco1)C1CCS(=O)(=O)C1 (stereo not drawn),-16,-2,8,3,3,17,-4,-8,12,2,-4
Cc1cccc(C(=O)N2CCN(C(=O)c3cccc(C)c3)C(C)C2)c1 (stereo not drawn),16,14,-21,1,11,18,-26,10,0,5,-5
CC1(C(=O)N2Cc3ccccc3C2)CCN1C(=O)C1(c2ccccc2)CC1 (stereo not drawn),-1,.,6,.,6,17,0,-3,-5,17,-7
COc1ccc(S(=O)(=O)N2CCC(C(=O)Nc3c(F)cccc3F)CC2)cc1,-3,.,6,3,7,-6,-1,-1,1,-8,16
O=C(COc1ccc(Cl)cc1Cl)NC1CC1,-32,.,-20,.,25,-208,-8,-5,-7,-237,0
Cc1cc(=O)[nH]c(SCc2cc(=O)n3nc(C)sc3n2)n1,10,.,-1,0,-22,15,-21,-5,3,4,-11
COc1ccccc1N1C(N)=NC(N)=NC1(C)C,29&-32,-1,0&-8,-4,0&5,16&21,-2&-1,-20&5,6&-2,1&1,-1&0
CCC(C(=O)Nc1nccs1)c1ccccc1 (stereo not drawn),-12,13,7,3,-4,6,6,8,-3,11,-3
Cc1nc(-c2ccccc2)sc1C(=O)/C=C/c1ccccc1,-39,-33,-39,1,.,-131,-7,-2,0,-43,0
Cc1cc(Br)ccc1OCc1nnc(-c2ccccc2)o1,-119,.,-78,.,-81,-391,-53,-19,5,-281,-4
COc1cccc(C(=O)/C=C/Nc2cccc(O)c2)c1,-163,1,-9,1,-15,-103,15,-14,-34,-79,82*
COc1ccc(NC(=S)N2CCC(NC(=O)C3CCCCC3)CC2)cc1,-7,-6,-3,6,3,13,2,-7,1,13,-5
COc1cccc(CCNC(=O)CC2C(=O)NCCN2Cc2ccc(Cl)c(F)c2)c1 (stereo not drawn),-8,8,1,-1,3,11,7,7,1,6,-6
O=C(CSc1nncn1-c1ccccc1)Nc1c(F)cccc1F,9,5,-13,0,-7,-7,-4,10,-2,-8,3
CCCCc1nnc(NC(=O)CSc2nc(=O)cc(N)n2-c2ccccc2)s1,-11,0,-21,2,-13,-1,-14,2,-5,3,1
Cn1c2ccccc2c2cc(C(=O)N3CCOCC3)sc21,-10,-9,-4,4,-23,-61,-6,-5,4,-37,-15
OCCSc1nnc(Nc2ccccc2)s1,-36,-29,-23,3,4,-105,-18,1,0,-63,-8
CSCC[C@H](NC(=O)OC(C)(C)C)C(=O)N1CCC(C(=O)N[C@H](C(=O)O)C(C)C)CC1,-3,8,5,2,-2,14,-2,-4,1,-4,3
Cc1cc(NC(=O)CCN2C(=O)C3C4C=CC(C4)C3C2=O)ccc1Br (stereo not drawn),-43,-18,-39,-2,3,-27,6,-8,8,-14,5
Cc1ccc(N2CCN(/N=C/c3ccccc3)CC2)cc1,-14,-17,-24,0,1,-59,-6,-24,8,-64,1
COc1ccccc1CNC(=O)/C=C/c1cc2c(cc1Br)OCO2,-17,-9,4,-1,24,9,-24,21,-7,23,5
CC(C)(C)c1ccc(C(=O)NC(=S)NCc2cccnc2)cc1,3,-13,6,2,13,-55,13,-25,4,-27,26
O=C(C1=C(O)C(=O)N(CC2CCCO2)C1c1ccccc1)c1ccco1 (stereo not drawn),1,-2,6,9,-9,-1,11,4,-1,14,32

# Given as tab-separated lines: 3 of the compounds above.
mol	NR2E3 ag-1	TRPM1 prom inh	TROY NFkB inh	NR2E3 ag-2	Shn3 3UTR inh	HIF-2a inh	TWEAK-Fn14 inh	CF NFkB inh	KKLEB tox	Peg3 prom inh	C8 TRAIL sens
Cc1cc(Br)ccc1OCc1nnc(-c2ccccc2)o1	-119	.	-78	.	-81	-391	-53	-19	5	-281	-4
CSCC[C@H](NC(=O)OC(C)(C)C)C(=O)N1CCC(C(=O)N[C@H](C(=O)O)C(C)C)CC1	-3	8	5	2	-2	14	-2	-4	1	-4	3
CCCCc1nnc(NC(=O)CSc2nc(=O)cc(N)n2-c2ccccc2)s1	-11	0	-21	2	-13	-1	-14	2	-5	3	1

# Additional results:
SMILES,NR2E3 ag-1,TRPM1 prom inh,TROY NFkB inh,NR2E3 ag-2,Shn3 3UTR inh,HIF-2a inh,TWEAK-Fn14 inh,CF NFkB inh,KKLEB tox,Peg3 prom inh,C8 TRAIL sens
COc1ccc(OC)c(-c2cc(C(=O)Nc3ccccc3C(N)=O)c3ccccc3n2)c1,34,.,-40,0,18,13,21,80*,-19,54*,9
Cc1ccc(C)c(S(=O)(=O)Nc2ccc(C(=O)NCCc3ccccn3)cc2)c1,-44,-3,17,3,-9,-1,-3,20,1,1,1
CC(=O)O/N=C/c1c(Cl)n(C)c2ccccc12,-6,1,-11,-2,12,1,-8,20,-2,-8,-1
O=C(NCCO)c1ccc2c(c1)S(=O)(=O)c1ccccc1C2=O,-7,2,-3,-2,-11,13,7,-11,-13,10,-4
O=C(COC(=O)c1cc(=O)[nH]c2ccccc12)Nc1nc(-c2ccc(F)cc2)cs1,-41,-56,49,.,-6,-147,34,-6,22,-144,-5
COc1ccc(OC)c(S(=O)(=O)N2CCCC(N3CCN(c4ccccc4)CC3)C2)c1 (stereo not drawn),2,11,11,1,32,5,5,14,-4,5,17
CCn1nnc2cc(C(=O)NCC(c3ccccc3OC)N(C)C)ccc21 (stereo not drawn),-2,4,-24,3,0,-17,-21,-10,1,-12,2
COC(=O)NCC(c1ccco1)N1CCN(c2ccc(F)cc2)CC1 (stereo not drawn),-20,-7,-14,2,-3,3,-2,-17,0,-4,-7
Cc1ccc2nc(SCC(=O)N3CCCC3)[nH]c2c1,-121,-53,-40,2,-104,-144,24,15,8,-221,-6
CCc1ccc(NC(=O)CSc2nc3nc(C)cc(C)n3n2)cc1,11,7,-7,-2,53,-6,-1,-12,0,-8,7
COc1cccc(OCCCCCN2CCOCC2)c1,-1,4,-19,1,9,-24,5,11,4,-1,4
Cc1ccc(C(=O)NNC(=O)c2ccc3c(c2)OCCO3)cc1,-113,-104,-29,0,-75,-258,-9,-12,-5,-364,23
CCOC(=O)/C=C1/SCC(=O)N1CC(=O)Nc1ccc2c(c1)CCC2,-16,5,-10,.,7,5,5,26,-16,-3,6
CN1CCN(CCCC(=O)c2ccc(C3CCCC3)cc2)CC1,-24,-13,-6,-4,24,-31,16,-1,-7,-7,10
O=C(Nc1ccc(F)c(Cl)c1)C1Cc2c(-c3ccc4c(c3)OCO4)ccnc2O1 (stereo not drawn),-11,.,24,.,10,0,12,9,-5,14,14
COc1cc(NS(=O)(=O)c2ccc(NC(=O)Cc3ccccc3)cc2)nc(OC)n1,-14,12,5,1,8,16,28,22,-10,9,-4
CCOC(=O)CC1=CSC2=NS(=O)(=O)CCN12,-11,-3,3,0,-2,19,-2,-1,-8,20,-1
CCN1CCN(C(c2ccccn2)c2c(NC(=O)c3ccccc3)sc(C)c2C)CC1 (stereo not drawn),3,-2,-14,4,-18,-47,18,7,-5,-10,-2
c1ccc2c(Nc3ccc(N4CCOCC4)cc3)nc(N3CCOCC3)nc2c1,-10,-4,1,-1,15,23,-22,-3,-4,23,7
Cc1ccc(C)c(C(=O)COC(=O)c2n[nH]c3ccccc23)c1,-38,-70,-43,.,-55,-252,-6,30,-1,-238,2
O=S(=O)(Cc1ccccc1)/C1=C(\N2CCOCC2)CCCCCC1,-44,-7,4,-3,-11,-7,9,-1,1,-11,2
Cc1cc(C)c2nc(NC(=O)c3cc(C)on3)sc2c1,-52,-1,-33,-1,-10,-66,-3,-18,9,-124,-5
